Source: PubChem (National Center for Advancing Translational Sciences (NCATS))
AMA1-RON2 inh: disrupts binding of P. falciparum AMA1 to RON2. 360,000 compounds, 0.2% hits. AID 720542. AlphaScreen AMA1-biotinylated RON2 peptide binding. Potency, µM (highest dose often 58.2 µM), without a hit: at the highest dose activity change, negative = inhibition, hits mostly inhibitors;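 further: potency means the concentration at half of the fitted maximal effect; 0% = vehicle wells and -100% = peptide control; nearly all actives have a fitted effect of over 45% in size; some results filed as inactive show a strong effect at the top dose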
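AMA1 (3D7) with his tag at 25 nM final met compounds first, then biotinylated RON2 peptide at 25 nM; detection used donor plus acceptor beads, 10 µg/mL apiece, read by AlphaScreen after 30 min at room temperature.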
LmPK inhibitor: blocks Leishmania mexicana pyruvate kinase activity. Potency, µM (series often up to 57.5 µM), for inactives: at the top dose activity change, negative = inhibition, usual class: inhibitors. purified LmPK, Kinase-Glo ATP luminescence, 1 h. Q27686. AID 1721. 290,000 compounds, 0.37% hits; further: potency means the concentration at half of the fitted maximal effect
Target sequence (Q27686 whole entry, looked up): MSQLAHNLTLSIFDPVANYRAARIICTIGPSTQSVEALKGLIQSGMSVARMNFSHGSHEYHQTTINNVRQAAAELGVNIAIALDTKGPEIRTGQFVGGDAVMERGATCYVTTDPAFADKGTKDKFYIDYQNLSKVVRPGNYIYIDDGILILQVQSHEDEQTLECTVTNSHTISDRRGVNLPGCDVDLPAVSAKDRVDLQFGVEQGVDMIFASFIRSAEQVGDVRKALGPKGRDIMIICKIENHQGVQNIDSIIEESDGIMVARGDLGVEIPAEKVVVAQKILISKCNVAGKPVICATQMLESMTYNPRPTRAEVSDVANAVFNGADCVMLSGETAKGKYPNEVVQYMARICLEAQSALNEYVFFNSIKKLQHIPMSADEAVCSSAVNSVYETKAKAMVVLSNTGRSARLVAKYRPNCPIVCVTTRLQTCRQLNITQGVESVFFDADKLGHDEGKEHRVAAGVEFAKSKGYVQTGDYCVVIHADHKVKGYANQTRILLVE
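Purified LmPK (0.1 nM) converted ADP (0.1 mM) to ATP with PEP (0.5 mM) in imidazole buffer pH 7.2 with KCl and MgCl2, 1 h at room temperature. ATP was read by Kinase-Glo luminescence; data normalized to uninhibited and no-enzyme controls.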
AmpC no deterg: AmpC beta-lactamase inhibition without detergent. P00811. AmpC nitrocefin hydrolysis, absorbance 480 nm, 0.0001% Triton. Potency, µM (highest dose often 57.1 µM), for inactives: at the top dose activity change, negative = inhibition, usual class: inhibitors. 330,000 compounds, 0.52% hits. AID 485341;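 further: potency means the concentration at half of the fitted maximal effect; plate controls were no compound for no effect and no enzyme for full effect; nearly all actives have a fitted effect of over 20% in size; some results filed as inactive show a strong effect at the top dose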
Target sequence (P00811 whole entry, looked up): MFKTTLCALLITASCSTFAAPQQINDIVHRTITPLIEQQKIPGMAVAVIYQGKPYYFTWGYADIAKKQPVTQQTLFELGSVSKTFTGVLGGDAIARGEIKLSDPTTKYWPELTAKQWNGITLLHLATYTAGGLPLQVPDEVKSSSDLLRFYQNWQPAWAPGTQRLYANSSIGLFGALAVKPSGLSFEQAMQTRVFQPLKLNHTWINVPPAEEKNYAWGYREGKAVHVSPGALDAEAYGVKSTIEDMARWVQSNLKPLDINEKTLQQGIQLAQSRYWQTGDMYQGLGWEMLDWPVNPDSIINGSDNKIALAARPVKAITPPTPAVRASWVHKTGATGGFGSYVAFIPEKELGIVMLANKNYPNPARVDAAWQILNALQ
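AmpC (5.3 nM in the dispensed reagent) in 20 mM phosphate pH 7.0 with 0.01% (detergent screen) or 0.0001% Triton X-100 was preincubated with compounds for 15 min at room temperature. Nitrocefin was then added from an 800 uM solution, and hydrolysis was followed at 480 nm.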
Sm TGR inh: S. mansoni TGR enzyme inhibition; purified TGR, DTNB reduction, TNB absorbance 405 nm; Potency, µM (titrated, usually from 114 µM), for inactives: top-dose activity change, negative = inhibition, hits mostly inhibitors; Q962Y6; 360,000 compounds, 3% hits; further: potency means the concentration at half of the fitted maximal effect; nearly all actives have a fitted effect of over 60% in size
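TGR 20 nM + NADPH 100 uM (dispensed conc.), cpd preinc 15 min RT; start with NADPH (500 uM addition) then DTNB (15 mM addition). Kinetic TNB absorbance, 405 nm filter. Four-parameter Hill fit across titration.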
AmpC detergent: AmpC beta-lactamase inhibition with detergent present. 370,000 compounds, 0.041% hits. Potency, µM (titrated, usually from 114 µM), without a hit: at the highest dose activity change, negative = inhibition, hits mostly inhibitors. AID 485294. AmpC hydrolysis of nitrocefin, absorbance 480 nm, 0.01% Triton. P00811;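 further: potency means the concentration at half of the fitted maximal effect; 0% = no-compound wells and -100% = no-enzyme wells; nearly all actives have a fitted effect of over 25% in size; some results filed as inactive show a strong effect at the top dose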
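AmpC (5.3 nM in the dispensed reagent) in 20 mM phosphate pH 7.0 with 0.01% (detergent screen) or 0.0001% Triton X-100 was preincubated with compounds for 15 min at room temperature. Nitrocefin was then added from an 800 uM solution, and hydrolysis was followed at 480 nm.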
HCMV inh: human cytomegalovirus inhibition | 410,000 compounds, 4.5% hits | activity change, negative = inhibition, % at 57.5 µM | HFF cells, HCMV-luciferase reporter, 72 h; active compounds read low; in the data active means activity change below about -60%; inconclusive means no clear call, values can overlap the other calls; inactive means above about -39%
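Two compound doses tested in HFFs infected with HCMV-luciferase, MOI 1 PFU/cell, 72 h at 37C. Lysate luminescence read with OneGlo; data normalized against buffer-only and 10uM Salinomycin inhibitor controls.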
Tb PYK inh: blocks Trypanosoma brucei pyruvate kinase | Potency, µM (top dose mostly 76.8 µM), for inactives: at the highest dose activity, negative = inhibition, most hits filed as inhibitors | TbPYK enzyme, Kinase-Glo Plus ATP luminescence, 45 min | 410,000 compounds, 0.12% hits | Q57TT1; further: potency means the concentration at half of the fitted maximal effect; nearly all actives have a fitted effect of over 50% in size
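Luminescence from Kinase-Glo Plus, added after a 45-minute room-temperature reaction, served as the end-point read-out. The enzyme and substrate were preincubated with compound before ADP (130 uM final) initiated turnover. Concentration-effect curves came from normalized qHTS data.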
* marks the source's active call; other numbers are inactive results; ? = inconclusive; . = no result given; [ ] = dose if it differs, or a comment. Unless noted, the call rests on the fitted dose curve; in most records, active means well fitted curve in the direction sought with a large enough effect; inconclusive means small, poorly fitted or top-dose-only effect, or another doubt; inactive means no such curve, though single readings can be large; an effect the other way counts as inactive or inconclusive. Unless noted, on the % scale 0 is the no-effect control and ±100 the full control effect. Hits appear at their usual frequency. About 7.4% of those tested had a hit in this group.

(1) CC(=O)c1cccc(NC(=O)c2cccc3c(-c4cccc(C(N)=O)c4)coc23)c1
(2) Cc1cccc(C(=O)NCCCn2ccnc2)c1C
(3) CC1(C)OC(=O)C(=CNc2ccc(F)cc2)C(=O)O1
(4) Cc1ccc2oc(C(=O)Nc3ccc(S(=O)(=O)Nc4ncccn4)cc3)cc(=O)c2c1
(5) CCNC(=O)c1cc2c(c(-c3cccc(-c4cccnc4)c3)n1)[C@H](CCO)N(S(C)(=O)=O)C2
(6) COc1ccc(Cl)cc1C(=O)Nc1ccc2nc3n(c(=O)c2c1)CCCC3
(7) O=C(Nc1cccnc1)c1cccc(-c2cc3ccccc3oc2=O)c1
(8) COC(=O)C1CCN(C(=O)c2cc3ccccc3oc2=O)CC1
compound no.	1	2	3	4	5	6	7	8
AMA1-RON2 inh	40.4%[activator]	-12.4%	13.7%	.	2.4%	0.0%	10.5%	4.9%
LmPK inhibitor	.	2.7%	0.2%	.	.	3.4%	4.1%	1.0%
AmpC no deterg	.	-12.5%	-18.6%	.	.	-3.2%	-3.5%	-17.1%
Sm TGR inh	.	0.0%	6.1%	1.0%	.	0.6%	.	-13.6%
AmpC detergent	.	3.6%	-13.0%	13.6%	.	2.4%	0.4%	-4.8%
HCMV inh	?	.	13.8	19.2	-32.1	?	30.0	101.4
Tb PYK inh	2.9%	1.9%	-1.4%	1.0%	1.0%	-2.2%	0.2%	-1.7%

(9) C#CCNC(=O)C[C@@H]1C[C@@]2(C(=O)OC)CCCCC=C2N(Cc2ccccc2)C1=O
(10) COc1cc(C(=O)OCc2cc(=O)n3ccsc3n2)ccc1OC(C)C
(11) COc1ccc(Cn2c(=S)[nH]c3ccccc32)cc1
(12) N/C(=N\c1nc(CSc2ccc(Cl)cc2)cc(=O)[nH]1)Nc1cccc2ccccc12
(13) COc1ccc(N=C2CCS(=O)(=O)c3sccc32)cc1
(14) O=C(O)CC1(CC(=O)NCc2ccc(-c3cccs3)cc2)CCCCC1
(15) OC(COc1ccc(C2C=CCC2)cc1)CN1CCCCC1 (stereo not given)
(16) CCC1(C(=O)O)NC(c2cccc(OC)c2O)C2C(=O)N(c3ccccc3)C(=O)C21 (stereo not given)
compound no.	9	10	11	12	13	14	15	16
AMA1-RON2 inh	-0.3%	-10.3%	36.8%[activator]	5.5%	4.0%	-4.2%	-11.0%	141.5%[activator]
LmPK inhibitor	.	.	1.7%	-7.5%	6.2%	1.4%	1.8%	1.9%
AmpC no deterg	.	12.6%	-38.8%	-8.3%	-9.1%	-27.7%	1.6%	-19.4%
Sm TGR inh	.	.	6.1%	-5.0%	.	9.1%	-26.0%	-6.2%
AmpC detergent	.	.	4.8%	0.6%	-9.2%	-2.8%	-8.5%	-6.3%
HCMV inh	-2.8	-13.7	-38.3	-72.6*	56.6	25.3	-30.7	42.0
Tb PYK inh	1.1%	0.1%	?	8.2%	-12.6%	-4.9%	-5.4%	0.4%

(17) COC(=O)Cn1c(CN2CCc3ccccc3C2)nc2c1c(=O)n(C)c(=O)n2C
(18) COC(=O)c1nnn(-c2cccc(Cl)c2)c1C(=O)OC
(19) CCS(=O)(=O)c1ccc(O)c(NC(=O)COc2ccccc2)c1
(20) COc1ccc(NC(=O)N(Cc2cc3cc(OC)c(OC)cc3[nH]c2=O)CC2CCCO2)cc1 (stereo not given)
(21) Cc1ccc(C)c(OCCCC(=O)NC2CCCCC2)c1
(22) Cc1cc(C)n(CCc2nc(-c3cccs3)cs2)n1
(23) O=[N+]([O-])c1ccc(CP(=O)(c2ccccc2)c2ccccc2)cc1
(24) COc1ccc(-c2cc(C(F)(F)F)c(C#N)c(SCC(=O)O)n2)cc1
compound no.	17	18	19	20	21	22	23	24
AMA1-RON2 inh	9.5%	2.7%	-8.3%	0.0%	0.5%	7.8%	8.9%	23.1%
LmPK inhibitor	-2.1%	3.3%	-0.7%	7.6%	-1.7%	0.0%	1.3%	2.6%
AmpC no deterg	73.0%[activator]	0.0%	-12.8%	109.8%[activator]	5.2%	-8.3%	6.8%	-7.1%
Sm TGR inh	-5.4%	-8.1%	-21.8%	-1.1%	-19.1%	-0.4%	-1.5%	2.3%
AmpC detergent	?	-4.2%	-6.2%	6.0%	-12.2%	-3.7%	-4.8%	5.3%
HCMV inh	-66.4*	-8.1	-13.9	7.5	-25.6	20.0	-21.8	-35.5
Tb PYK inh	-3.3%	-8.9%	0.7%	-8.4%	-17.0%	-7.5%	0.1%	-7.4%

(25) COc1ccc(C(=O)Nc2ccccc2C(=O)NCCN2CCOCC2)cc1
(26) O=C(c1ccc2c(Cl)c3c(nc2c1)CCCC3)N1CCN(c2ccccc2)CC1
(27) COc1cc(C(=O)NNC(=O)C2CSC3(C)CCC(=O)N23)cc(OC)c1OC (stereo not given)
(28) Cc1c(C(=O)N(Cc2ccccc2)Cc2cccs2)cnn1-c1ccc(Cl)cc1
(29) Cc1csc(C(C)N(C)C(=O)CCc2nnc(CCc3ccccc3)o2)n1 (stereo not given)
(30) O=C1CN(C(=O)CN2CCCC2)C(c2ccccc2)c2cc(Br)ccc2N1 (stereo not given)
(31) CCCCn1c(N)c(N(CCC(C)C)C(=O)COC(=O)Cc2ccc(Cl)cc2)c(=O)[nH]c1=O
(32) COc1cccc(OC)c1C(=O)Nc1ccc(C(=O)c2ccncc2)cc1
compound no.	25	26	27	28	29	30	31	32
AMA1-RON2 inh	4.8%	.	29.0%	-6.2%	-1.5%	-0.1%	2.8%[11.6 µM]	7.6%
LmPK inhibitor	1.5%	.	.	5.8%	1.5%	-2.3%	.	.
AmpC no deterg	33.5%	.	0.8%	19.9%	36.5%	-20.0%	.	0.4%
Sm TGR inh	?	-8.8%	-4.1%	9.9%	4.3%	-29.6%	.	-0.4%
AmpC detergent	10.5%	-14.3%	-3.8%	5.7%	0.8%	0.5%	.	0.6%
HCMV inh	12.4	0.2	15.8	15.7	-29.1	24.0	-10.4	-4.6
Tb PYK inh	1.3%	4.8%	-6.6%	-4.2%	3.6%	7.2%	-0.4%	-1.1%

(33) Cc1ccccc1C(=O)NCC(=O)NC1CC1
(34) Cc1ccc(-n2ncc(C(=O)N3CCc4ccccc4C3)c2C2CCN(C(=O)OC(C)(C)C)CC2)cc1C
(35) CC(=O)Nc1cc(-c2ccccc2)cn2c(-c3cccc(C(C)=O)c3)cnc12
(36) C[n+]1cnn2c1SCC1(COC1)C2
(37) CC(C)(C)c1ccc(-n2nc(C(N)=O)c(O)cc2=O)cc1
(38) CCOC(=O)c1ccccc1NC(=O)Nc1cc2c(cc1N1CCCC1)n(C)c(=O)n2C
(39) COc1ccc(C(=O)c2c(C)c3cc(C)ccc3n2CC(O)CN2CCOCC2)cc1 (stereo not given)
(40) OC(CNCc1ccc(-c2ccccc2)cc1)c1ccccc1 (stereo not given)
compound no.	33	34	35	36	37	38	39	40
AMA1-RON2 inh	-7.0%[11.6 µM]	.	11.4%	-2.3%	7.1%	.	0.0%	-2.7%
LmPK inhibitor	.	.	.	1.4%	-1.5%	.	5.3%	-4.1%
AmpC no deterg	-3.6%	.	.	34.7%	-55.5%	.	354.8%[activator]	24.1%
Sm TGR inh	.	11.2%	.	1.2%	-0.2%	-9.2%	4.0%	9.1%
AmpC detergent	.	0.8%	.	-7.3%	-4.2%	-1.6%	2.1%	?
HCMV inh	12.5	0.0	-4.9	15.3	3.1	-9.5	9.5	25.9
Tb PYK inh	-3.5%	6.0%[15.4 µM]	-17.5%	-6.2%	-18.4%	-0.4%	3.7%	2.3%

(41) O=C(CN(Cc1ccccc1)C(=O)CCC(=O)Nc1nccs1)NCc1ccccc1
(42) CCN(Cc1nc2ccccc2c(=O)[nH]1)C(=O)COc1ccccc1-c1ccccc1
(43) C[C@@H]1CN([C@H](C)CO)C(=O)c2cc(C#C[C@@H](C)O)cnc2O[C@H]1CN(C)C(=O)c1ccc(F)cc1
(44) COc1ccc(Nc2nc(C)cc(C)c2C#N)c(OC)c1
(45) CC(C)NC(=O)CSc1nc2ccccc2n1CC(=O)N(C(C)C)C(C)C
(46) Cn1cccc1CNC(=S)Nc1ccccc1F
(47) COc1cc(/C=N/n2cnnc2)ccc1OC(=O)c1cccnc1
(48) COc1ccccc1N1CCN(c2ncnc3n[nH]c(Br)c23)CC1
compound no.	41	42	43	44	45	46	47	48
AMA1-RON2 inh	4.8%	92.2%[activator]	-5.2%	22.2%	0.0%	-11.6%	-4.7%	55.0%[activator]
LmPK inhibitor	-2.7%	.	.	-2.4%	-5.5%	1.5%	0.0%	.
AmpC no deterg	-9.3%	-1.8%	.	-13.9%	-4.1%	-30.1%	-13.2%	.
Sm TGR inh	-1.3%	-5.1%	.	-3.5%	3.3%	-3.4%	-12.0%	.
AmpC detergent	?	-23.8%	.	-15.5%	5.0%	-4.7%	-4.8%	.
HCMV inh	5.9	69.6	4.1	33.7	?	-24.5	-12.7	?
Tb PYK inh	-6.8%	4.0%	-14.9%	0.0%	9.0%	-16.6%	-21.6%	4.8%

(49) O=C(NCC(=O)N1CC=C(c2ccccc2)CC1)c1ccco1
(50) Cc1cccc(NC(=O)[C@H](C)NC(=O)[C@@H]2Cc3ccccc3CN2C(=O)OC(C)(C)C)c1
(51) c1cc2c(cc1-c1[nH]ncc1CN1C[C@H]3CC[C@H]1C3)OCO2
(52) O=c1[nH]c2ccccc2c2nc3ccccn3c12
compound no.	49	50	51	52
AMA1-RON2 inh	15.6%	-2.3%	1.4%	9.0%
LmPK inhibitor	.	10.5%	-0.3%	-21.9%
AmpC no deterg	-10.2%	91.2%[activator]	-21.2%	-21.1%
Sm TGR inh	2.9%	1.2%	1.8%	-30.3%
AmpC detergent	-14.1%	1.3%	-2.7%	-1.3%
HCMV inh	-24.1	-30.8	?	109.1
Tb PYK inh	-1.9%	0.2%	-0.6%	-16.6%

Exported with each value named: 2 of the compounds above
[52] O=c1[nH]c2ccccc2c2nc3ccccn3c12
  AMA1-RON2 inh: 9.0%	LmPK inhibitor: -21.9%	AmpC no deterg: -21.1%	Sm TGR inh: -30.3%	AmpC detergent: -1.3%	HCMV inh: 109.1	Tb PYK inh: -16.6%
[51] c1cc2c(cc1-c1[nH]ncc1CN1C[C@H]3CC[C@H]1C3)OCO2
  AMA1-RON2 inh: 1.4%	LmPK inhibitor: -0.3%	AmpC no deterg: -21.2%	Sm TGR inh: 1.8%	AmpC detergent: -2.7%	HCMV inh: ?	Tb PYK inh: -0.6%
